Screens: PubChem, several laboratories
Mot1-301 SUMO – SUMOylation pathway inhibition by Mot1-301 growth rescue; S. cerevisiae Mot1-301 growth rescue, ATP luminescence, 38.5C; percent above DMSO median, 100 means doubled; growth rescue, % at 18.8 µM; actives 1% (n = 320,000);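 active = every valid replicate shows activation above 250% relative to neutral control wells; inactive = the rest, any valid replicate at or below 250%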;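 note: OY570 slx delta 5 strain wells were the positive control but not used for scaling; some compounds called inactive have numbers as strong as hits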
PKA-R2B act – activators of human PKA-R2B complex; actives 0.079% (n = 340,000); P22694+P31323; PKA-R2B holoenzyme dissociation, Cy5-IP20 fluorescence polarization; R2B truncated from residue 108, S112A mutant; 0% DMSO only, 100% 113 µM cGMP; activation, % at 11.4 µM;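 active = activation above a cutoff set at the mean over all compounds plus 3 SD, cut at about 18% in these data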;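 note: higher means more holoenzyme dissociation and a rise in polarization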
Target sequence (P31323 whole entry, looked up, other chains not shown, the tested form may be a part): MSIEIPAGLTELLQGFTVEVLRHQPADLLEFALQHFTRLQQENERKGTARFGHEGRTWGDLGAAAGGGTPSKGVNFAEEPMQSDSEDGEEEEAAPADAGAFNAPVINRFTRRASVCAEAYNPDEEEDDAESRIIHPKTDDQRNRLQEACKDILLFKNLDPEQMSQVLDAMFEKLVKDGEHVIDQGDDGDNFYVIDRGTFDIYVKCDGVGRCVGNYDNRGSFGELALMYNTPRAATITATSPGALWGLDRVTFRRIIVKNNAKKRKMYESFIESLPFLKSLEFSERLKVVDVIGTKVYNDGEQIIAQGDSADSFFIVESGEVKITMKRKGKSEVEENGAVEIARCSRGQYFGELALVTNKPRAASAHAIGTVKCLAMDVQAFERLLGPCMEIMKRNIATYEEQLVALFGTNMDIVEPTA
Tat transport – E. coli Tat transport inhibition; E. coli MC4100 TorA-mCherry Tat export, fluorescence; inhibition, % at 10 µM; actives 0.036% (n = 340,000);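 active = mean replicate inhibition at least 50% and at least half of replicates individually reaching 50%; inconclusive = only one of the two criteria met; inactive = neither criterion met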;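 note: exported cargo escapes ClpAP degradation while cytoplasmic cargo is degraded and loses fluorescence; 0% = median of neutral control wells and 100% = median of NaSCN control wells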
AddAB inh – less growth of phage-infected E. coli with AddAB; E. coli expressing H. pylori AddAB, absorbance growth; inhibition, % at 11.9 µM; actives 0.29% (n = 330,000); AID 435030; in the data active = inhibition above about 12%;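 note: 0% = vehicle wells of infected cells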
E coli growth – reduces bacterial viability in AddAB counter-screen; inhibition, % at 11.9 µM; actives 0.27% (n = 330,000); E. coli V3065 growth, OD600 absorbance, 18 h; AID 449728;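 active = inhibition above the campaign's mean inhibition across all tested compounds plus 3 SD, cut at about 9.9% in these data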;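 note: uninfected addAB+ strain grown without phage in ampicillin broth; 0% = DMSO wells and 100% = ciprofloxacin 0.95 µg/ml wells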
phage Ecoli inh – E. coli growth loss with phage present. actives 0.26% (n = 360,000). growth absorbance. inhibition, % at 11.9 µM; in the data active = inhibition above about 11%
OPRM1-OPRD1 inv – mu-delta opioid heterodimer inverse agonism; cell-based MOR-DOR heterodimer luminescence; P35372+P41143; inhibition, % at 9.3 µM; actives 0.21% (n = 340,000); in the data active = inhibition above about 22%, passing the limit was not always enough;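 note: 0% = cells with DMSO and 100% = wells without cells with DMSO; values of inactives mirror those of a sister screen read the other way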
PfHsp90 set2 – growth inhibition of yeast expressing Plasmodium Hsp90 | inhibition, % at 9.4 µM | S. cerevisiae expressing PfHsp90, BacTiter-Glo ATP, 48 h; yeast lacking PDR1 and PDR3 efflux regulators | actives 0.32% (n = 310,000);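 active = every replicate shows inhibition above about 80%, whatever the replicate mean, limit read from the data; inconclusive = mean inhibition reaches the set limit but some replicate falls short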;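 note: 0% = DMSO neutral controls and 100% = 20 µM radicicol positive controls; yeast relying on Plasmodium falciparum Hsp90 in place of its own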
HTR5A inv ctr – counter-screen for OPRM1-OPRD1 inverse agonists: human HTR5A inverse agonism. P47898. HTR5A cell line, luminescence. inhibition, % at 9.3 µM. actives 0.083% (n = 340,000). AID 504634; in the data active = inhibition mostly above about 23%, no sharp cut-off; inactive = mostly below about 18%;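 note: 0% = cells with DMSO and 100% = no-cell wells with DMSO; some compounds called inactive have numbers as strong as hits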
Target sequence (P47898 whole entry, looked up): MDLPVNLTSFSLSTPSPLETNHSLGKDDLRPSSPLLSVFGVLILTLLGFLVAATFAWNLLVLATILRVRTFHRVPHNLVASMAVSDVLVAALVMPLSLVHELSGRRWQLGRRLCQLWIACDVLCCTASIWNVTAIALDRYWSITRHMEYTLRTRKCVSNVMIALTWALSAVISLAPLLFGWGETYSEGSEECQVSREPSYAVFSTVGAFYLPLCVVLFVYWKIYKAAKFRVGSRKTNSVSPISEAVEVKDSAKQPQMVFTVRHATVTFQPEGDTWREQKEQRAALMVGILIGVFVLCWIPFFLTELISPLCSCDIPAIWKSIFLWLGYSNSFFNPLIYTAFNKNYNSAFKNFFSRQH
PKA-R1A act – activators of PKA-R1A complex; AID 504707; PKA-R1A dissociation, Cy5-IP20 fluorescence polarization; scaled: DMSO 0%, 113 µM cGMP 100%; P00514+P68181; actives 0.083% (n = 340,000); activation, % at 11.4 µM;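 active = percent activation above the mean of all tested compounds plus 3 SD, cut at about 19% in these data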;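 note: higher means more PKAc released from R1A so a rise in polarization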
OPRM1-OPRD1 ag – OPRM1-OPRD1 heterodimerization agonism | P35372+P41143 | cells, luminescence | activation, % at 9.3 µM | actives 0.3% (n = 340,000) | AID 504326; in the data active = activation above about 18%;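 note: 0% = vehicle-treated cells and 100% = reference agonist; values of inactives mirror those of a sister screen read the other way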
The depositor's hits bear a star; ? = inconclusive; / = not tested or not shown.

smiles	Mot1-301 SUMO	PKA-R2B act	Tat transport	AddAB inh	E coli growth	phage Ecoli inh	OPRM1-OPRD1 inv	PfHsp90 set2	HTR5A inv ctr	PKA-R1A act	OPRM1-OPRD1 ag
Cc1nn(-c2ccccc2)c(C)c1C(=O)OCC(=O)N1CCN(S(=O)(=O)c2ccccc2)CC1	5	-5	9	1.8	0.7	3.5	1	14	6	-3	-0.2
COC(=O)CSc1ccc(C#N)c(SCC(=O)OC)c1	8	-13	?	3.6	-3.0	1.9	-5	-3	9	1	0.9
COc1ccc(NC(=O)CSc2nnc(Cc3cccn3C)n2CCc2ccccc2)c(OC)c1	-10	-8	6	1.1	-0.7	/	2	14	4	-7	-0.4
CC1=NOC2(C1)N(C)c1ccccc1C2(C)C (stereo not drawn)	-10	6	-13	1.0	0.0	2.4	9	-6	28	-10	-1.8
O=C(NCc1ccccn1)c1ccc(Cn2cc(Br)cn2)o1	-4	2	1	1.1	-0.3	-0.2	3	-5	8	-9	-0.6
CCC1CCCCN1CCCNC(=O)c1ccc(N2CCCC2=O)cc1 (stereo not drawn)	0	-6	-4	4.1	-1.0	2.4	0	7	-1	0	0.1
COc1nc(N)nc(NC(=O)c2cccs2)c1N=O	-5	1	-7	1.2	-0.7	2.4	-3	-6	5	2	0.6
Cc1nc(SCC(=O)NCc2ccccc2)c2oc3ccccc3c2n1	241	-5	-9	0.9	-2.4	0.5	19	4	4	-11	-4.3
Cc1ccc(Cn2nnc3c(=O)n(Cc4ccccc4C)cnc32)cc1	38	1	-6	1.2	0.6	0.7	7	4	5	-5	-1.1
O=C(NCc1ccco1)C1CCN(C(=O)c2ccc([N+](=O)[O-])cc2)CC1	13	1	-1	1.2	-2.3	2.9	12	5	-7	-12	-2.2
CCN(CC)CCN1C(=O)C(O)=C(C(=O)c2cc3cccc(OC)c3o2)C1c1ccc(F)cc1 (stereo not drawn)	-11	-1	-3	6.7	1.3	2.9	8	-4	26	7	-1.5
Cc1ccccc1-n1nc2c(c1NC(=O)c1c(-c3ccccc3Cl)noc1C)CSC2	-4	-1	5	-1.1	1.2	0.5	27	9	18	-1	-5.9
Cc1cc(-c2nn(C)c(=O)c3ccccc23)ccc1CNC(=O)NC1CCCCC1	3	7	-1	-3.5	-2.6	4.3	12	-14	-7	-2	-2.3
CC1CC(C)CN(C(=O)COC(=O)c2ccc(S(=O)(=O)N(C)c3ccccc3)cc2)C1 (stereo not drawn)	8	-2	16	0.5	0.6	-1.0	2	/	13	3	-0.6
CCCNC(=S)N1CC2(C)CN(C(=O)C(=O)OCC)CC(C)(C1)C2=O	2	-2	4	5.0	1.1	2.0	13	4	-4	5	-2.6
Cc1ccc(S(=O)(=O)NCCC(c2ccccc2)c2ccco2)cc1 (stereo not drawn)	8	-7	1	2.2	-1.2	4.6	-2	-17	-4	-11	0.3
COc1ccc(-c2oc3ccc(-c4ccc5c(c4)OCO5)cc3c2-c2ccc(OC)nc2)cc1	1	4	-17	4.6	1.0	1.0	10	/	8	-3	-1.8
COc1ccc(OCc2cc(C(=O)N(C)Cc3nnc(C)o3)no2)c(Cl)c1	-2	-4	0	1.2	-0.2	-0.6	6	18	-20	-1	-1.3
C=CCOc1cccc(C(=O)NC(c2ccccc2)C(C)C)c1 (stereo not drawn)	7	3	1	1.5	-0.4	2.7	0	/	-9	-3	0.0
Brc1ccc(C2C3=C(Nc4ncnn42)c2ccccc2OC3c2ccncc2)cc1 (stereo not drawn)	29	6	12	-0.9	4.4	2.4	16	-32	3	2	-3.6

Next section
smiles	Mot1-301 SUMO	PKA-R2B act	Tat transport	AddAB inh	E coli growth	phage Ecoli inh	OPRM1-OPRD1 inv	PfHsp90 set2	HTR5A inv ctr	PKA-R1A act	OPRM1-OPRD1 ag
COc1ccc(NC(=O)C2CCCN(C(=O)Nc3ccc(OC)cc3)C2)cc1 (stereo not drawn)	25	-5	3	3.6	0.8	3.0	15	21	-10	6	-2.8
COc1ccc(C(=O)Nn2c(SCC(=O)NCC3CCCO3)nc3ccccc3c2=O)cc1 (stereo not drawn)	/	12	-9	0.2	-0.7	-1.5	3	29	7	2	-0.4
Cc1nn(-c2ccccc2)c(C)c1C(=O)OCC(O)=C(C#N)c1nc2ccccc2[nH]1	/	-1	-1	/	/	1.1	3	-17	4	-5	-0.6
COc1ccc(CCC(=O)NNC(=O)Nc2ccc(OC)c(OC)c2)cc1	11	-6	1	-1.9	-2.0	-1.7	12	6	-2	1	-2.3
Cn1nc(-c2ccc(OCC(=O)NCC3CCCO3)cc2)c2ccccc2c1=O (stereo not drawn)	1	8	3	1.4	4.0	0.5	7	-15	-4	-16	-1.3
COc1ccc(NC(=O)N2CCN(S(C)(=O)=O)CC2)cc1OC	-22	2	11	0.8	-1.4	1.8	10	/	5	5	-2.2
CC[C@@]1(C(=O)OC)N[C@H](CN(C)C(=O)NC(C)C)[C@@H]2C(=O)N(Cc3ccccc3)C(=O)[C@@H]21	3	0	-5	2.2	-1.2	1.7	6	-11	15	8	-1.3
COCCNC(=O)c1cc(C(=O)CC(C)C)c[nH]1	/	0	-6	0.2	2.1	4.0	12	5	4	-8	-2.3
CC(=O)Nc1ccc(C(=S)NCC2(N(C)C)CCCCC2)cc1	-8	-1	-2	-1.0	2.9	2.7	8	-39	-1	-10	-1.6
CCC1COCCS(=O)(=O)N1Cc1ccccc1C (stereo not drawn)	264	-6	-4	1.3	-1.4	0.2	7	-3	8	0	-1.3
O=C(NCc1ccco1)c1cnn2c1NC(c1ccccc1)CC2C(F)(F)F (stereo not drawn)	-17	-4	-6	-1.0	-1.3	2.1	9	-17	-5	-8	-1.6
CCOc1cc(S(=O)(=O)Nc2ccc(CC)cc2)ccc1Cl	29	-10	16	0.8	5.0	3.3	-96	/	-34	-7	18
O=C(Oc1nsnc1N1CCOCC1)N1CCCC1	-11	-3	-7	2.3	-1.2	1.3	17	11	7	3	-3.5
CC(C)(C)S(=O)(=O)/C(C#N)=N/Nc1ccc(C#N)cc1	-4	2	0	1.7	-1.3	7.5	5	12	-12	-10	-0.9
COc1ccc(OC)c(NC(=O)C2CCC(CNc3c(N4CCOCC4)c(=O)c3=O)CC2)c1 (stereo not drawn)	5	2	-2	-1.5	-1.6	2.0	0	10	-20	7	0.0
CCOc1ccc2nc(NC(=O)Nc3cccs3)sc2c1	2	-11	12	0.6	-2.4	3.0	-30	-9	-2	-10	5.0
COc1ccc(CCNC(=O)CSc2ccsc2[N+](=O)[O-])cc1OC	3	-9	-4	3.7	-1.7	3.6	13	/	14	-12	-2.1
O=C(Nc1cccc(Cl)c1N1CCCC1)c1ccc(Br)o1	-21	-12	-3	2.8	-1.4	1.5	7	-16	6	-16	-1.4
CC(Sc1nnc(COc2ccccc2)n1-c1ccccc1)C(=O)O (stereo not drawn)	6	0	0	-2.2	-3.4	-0.7	23	-18	-8	1	-5.0
CC(C)NC(=O)CSc1nc(-c2ccccc2)cs1	/	-5	3	/	/	4.0	10	-3	6	-6	-1.9

(next part)
smiles	Mot1-301 SUMO	PKA-R2B act	Tat transport	AddAB inh	E coli growth	phage Ecoli inh	OPRM1-OPRD1 inv	PfHsp90 set2	HTR5A inv ctr	PKA-R1A act	OPRM1-OPRD1 ag
CCC(C)c1ccc(NC(=O)COC(=O)CCNS(=O)(=O)c2cccs2)cc1 (stereo not drawn)	14	-7	7	1.9	0.9	4.0	-4	6	6	-2	1.1
CCOCC(=O)Nc1ccc2c(c1)N(S(=O)(=O)c1cccs1)CCC2	26	6	-2	0.6	0.5	0.7	4	19	-9	-4	-0.6
Cc1ccc2oc(=O)c3cc(C(=O)NCc4ccco4)sc3c2c1	13	-2	-3	2.5	-0.3	2.7	-10	-13	-9	1	2.0
CCCNC(=O)Cn1nc(C(F)(F)F)c2c1CCC2	/	-28	0	3.7	0.4	0.8	10	19	1	-3	-2.0
CC(O)CN(CCC(N)=O)CCC(N)=O (stereo not drawn)	-9	-8	-13	-0.8	-1.6	1.9	4	/	0	-4	-0.8
COc1ccc(CC2(CO)CCN(Cc3c(C)nn(C(C)C)c3C)CC2)cc1	6	4	-2	4.2	0.3	4.9	-4	-4	2	-13	0.8
O=C(CSc1nnc(-c2cccs2)n1CC1CCCO1)c1cc2ccccc2o1 (stereo not drawn)	0	-8	-1	0.3	0.0	-5.4	13	?	13	1	-2.2
Cc1c(S(=O)(=O)Nc2cccc(Cl)c2)c(=O)n(C)c(=O)n1C	-4	7	-7	-1.4	-0.2	2.4	0	0	-18	3	0.0
O=C1NC[C@@H](Cc2cccc3ccccc23)N(CCC23CC4CC(CC(C4)C2)C3)C1=O	16	5	-1	-2.2	-2.8	0.8	15	2	-30	-5	-2.6
COCCSc1nnc(NC(=O)C2CCCCC2)s1	128	-5	-8	2.1	3.4	3.9	-4	20	5	1	0.8
CC(C)CNC(=O)c1cccc(NC(=O)Cc2ccc(Cl)cc2)c1	3	-4	2	3.7	2.4	3.9	-1	21	-2	-5	0.2
Cc1cccc(CS(=O)(=O)Cc2ccc(C(=O)NCC3CCCO3)o2)c1 (stereo not drawn)	667*	7	14	2.3	2.7	2.6	-6	-20	-21	-5	1.1
CSc1nnc2n(-c3ccccc3)c(=O)c3c4c(sc3n12)CCC4	-18	6	-8	3.7	2.0	0.2	2	-12	3	1	-0.4
Cc1ccc(OCC2Cn3c(nc4c3c(=O)[nH]c(=O)n4C)O2)cc1C (stereo not drawn)	8	-2	-2	0.2	2.3	-0.6	17	-5	-12	-3	-3.7
O=C(OCC(=O)N1CCCc2ccccc21)c1ccccc1[N+](=O)[O-]	-21	-11	4	0.8	0.2	2.0	6	0	-11	-9	-1.1
O=C(COc1ccccc1F)Nc1cc(S(=O)(=O)Nc2cccc(Cl)c2)ccc1O	8	-7	-1	2.4	1.2	1.8	16	2	-6	-15	-4.0
CN(C(=O)COC(=O)C1COc2ccccc2O1)C1(C#N)CCCCC1 (stereo not drawn)	10	-14	4	3.1	0.5	5.3	15	-14	-6	-4	-4.1
O=C(NCC(=O)N(c1ccccc1F)C(C(=O)NC1CCCC1)c1ccco1)c1ccco1 (stereo not drawn)	73	-23	1	4.6	-0.8	2.0	6	13	-2	3	-1.3
CCSc1ncc(CO)c(N)n1	25	7	-4	3.5	-0.7	1.9	6	18	15	17	-1.4
Cc1cc(Nc2ccccc2)n(-c2cccc(Cl)c2)n1	20	-3	0	1.6	-1.7	5.1	-1	-16	-11	5	0.2
CS(=O)(=O)N(CC(=O)NCCSCc1cccc(Cl)c1)c1ccccc1F	7	-5	-3	2.2	0.4	-2.8	13	-3	-5	9	-2.5
Cn1nnnc1SCC(=O)Nc1ccccc1N1CCCCC1	297	5	0	-1.2	-2.4	2.4	9	-6	12	2	-1.5
COCCOc1ccc(C(F)(F)F)cc1NC(=O)Cc1ccc(S(=O)(=O)N2CCOCC2)s1	77	-10	4	-0.2	-3.4	1.9	8	-9	20	-2	-1.3
